ALOX15B inhib: 15-hLO-2 (ALOX15B) enzyme inhibition. purified 15hLO-2, xylenol orange hydroperoxide absorbance. Potency, µM (series often up to 57.1 µM), without a hit: top-dose activity change, negative = inhibition, usual class: inhibitors. actives 0.56% (n = 110,000). AID 881; further: potency means the concentration at half of the fitted maximal effect; nearly all actives have a fitted effect of over 60% in size; many of its hits are not listed in these tables
Target sequence (O15296 whole entry, looked up): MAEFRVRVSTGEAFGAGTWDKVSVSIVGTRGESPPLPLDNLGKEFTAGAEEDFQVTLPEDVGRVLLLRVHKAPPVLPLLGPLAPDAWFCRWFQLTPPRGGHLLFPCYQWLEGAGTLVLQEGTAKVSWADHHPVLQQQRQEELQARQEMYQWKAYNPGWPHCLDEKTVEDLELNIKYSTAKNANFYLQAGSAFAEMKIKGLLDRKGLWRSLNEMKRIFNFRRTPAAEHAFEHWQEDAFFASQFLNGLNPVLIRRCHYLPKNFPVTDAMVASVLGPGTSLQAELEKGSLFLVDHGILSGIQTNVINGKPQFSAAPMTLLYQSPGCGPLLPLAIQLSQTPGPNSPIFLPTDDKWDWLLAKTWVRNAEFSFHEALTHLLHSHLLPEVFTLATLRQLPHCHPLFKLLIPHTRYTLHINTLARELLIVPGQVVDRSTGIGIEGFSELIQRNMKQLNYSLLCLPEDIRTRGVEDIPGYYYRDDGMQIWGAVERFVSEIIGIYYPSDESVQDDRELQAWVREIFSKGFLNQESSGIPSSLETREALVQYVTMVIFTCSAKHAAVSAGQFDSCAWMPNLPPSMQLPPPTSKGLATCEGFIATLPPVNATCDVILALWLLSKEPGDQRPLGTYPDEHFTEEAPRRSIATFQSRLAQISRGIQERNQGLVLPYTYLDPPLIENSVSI
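Purified human 15hLO-2 (50 nM final) preincubated with compounds 15 min at room temperature in 25 mM Hepes pH 7.5, 0.01% Triton X-100, then 45 uM arachidonic acid added for 90 min; hydroperoxide detected via ferrous/xylenol orange, 573/405 nm absorbance ratio.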
IMPase inh: IMPase inhibition in cells; CHO-M1 cells, IP1 accumulation, HTRF TR-FRET ratio; inhibition (IP1 accumulation), % at 46.1 µM; 120,000 tested, under 10 active; active means well fitted curve in the direction sought with a large enough effect in the signal ratio, not every such curve was filed as active; inconclusive means small, poorly fitted or top-dose-only effect, or a change in a side signal; inactive means no such curve, though single readings can be large or run the other way; the % refers to the signal ratio;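 further: cells stimulated with carbachol in lithium chloride buffer; plate controls were DMSO basal wells for no effect and reference inhibitor wells for full effect; higher means more IMPase inhibition seen as more IP1 and lower FRET ratio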
Target sequence (P97697 whole entry, looked up): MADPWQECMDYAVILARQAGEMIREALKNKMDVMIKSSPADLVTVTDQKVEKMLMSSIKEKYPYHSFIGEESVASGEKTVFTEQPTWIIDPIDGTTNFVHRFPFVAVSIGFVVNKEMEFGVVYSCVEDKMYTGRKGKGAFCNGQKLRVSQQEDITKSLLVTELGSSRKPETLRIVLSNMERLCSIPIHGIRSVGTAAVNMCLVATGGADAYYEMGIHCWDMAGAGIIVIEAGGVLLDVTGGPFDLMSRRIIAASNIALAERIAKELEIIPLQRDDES
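In this qHTS, compounds (final up to 46 uM) act on CHO-M1 cells that are then activated through the M1 receptor with carbachol, in pH 7.4 buffer containing 50 mM LiCl, for 30 min. IP1 accumulation is quantified by the IP-One immunoassay.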
PNC inhibitor: perinucleolar compartment assembly inhibition. PC3M PTB-GFP, PNC prevalence imaging, 16 h; stronger effect = lower value. activity change (PNC), negative = inhibition, % at 10 µM. actives 3.1% (n = 140,000). AID 2417;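 active means readout at or below -70, meaning at least 70% loss of cells showing the perinucleolar compartment, a nuclear body marking cancer cells; inconclusive means readout between -30 and a set limit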;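 further: plate controls were DMSO wells for no effect and camptothecin positive control wells for full effect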
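Compounds are pinned in duplicate onto adhered PC3M cells stably expressing GFP-tagged PTB and incubated 16 h at 37 C. Cells are then fixed, nuclei stained with Hoechst, and PNC-positive cells counted.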
ALOX12 inhib: 12-hLO (ALOX12) enzyme inhibition; P18054; purified 12-hLO, xylenol orange hydroperoxide absorbance; Potency, µM (series often up to 57.1 µM), without a hit: at the highest dose activity change, negative = inhibition, hits mostly inhibitors; actives 0.12% (n = 150,000); further: potency means the concentration at half of the fitted maximal effect; nearly all actives have a fitted effect of over 55% in size; many of its hits are not listed in these tables
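Hydroperoxide formation by human 12-lipoxygenase from 40 uM arachidonic acid was followed colorimetrically via ferric-xylenol orange complex, using the 573/405 nm absorbance ratio. Enzyme concentration was 150 nM, with 30 min reaction at room temperature.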
* hit, by the source's call; ? = inconclusive; . = no result given; [ ] = another dose, or the depositor's remark. Unless noted, the call rests on the fitted dose curve; in most records, active means well fitted curve in the direction sought with a large enough effect; inconclusive means small, poorly fitted or top-dose-only effect, or another doubt; inactive means no such curve, though single readings can be large; an effect the other way counts as inactive or inconclusive. Unless noted, on the % scale 0 is the no-effect control and ±100 the full control effect. The list is partial; count on the stated rates, not on these rows.

Each structure is followed by: ALOX15B inhib	IMPase inh	PNC inhibitor	ALOX12 inhib
CCCN1CCC2(CC1)C(C#N)=C(N)Oc1c2sc2nc(C)cc(C)c12
    19%	?	8	-17%
O=C(COC(=O)c1ccccc1)Nc1ccccc1N1CCOCC1
    .	5	?	0%
O=C(Nc1ccccc1Br)C1CC(=O)N(c2ccc3c4c(cccc24)CC3)C1 (stereo not given)
    .	.	47	0%
Cc1cc2cc(CCNC(=O)c3ccc(S(=O)(=O)N4CCOCC4)cc3)c(=O)[nH]c2cc1C
    9%	6	?	-1%
CCCS(=O)(=O)N1CCCC(C(=O)N2CCN(C(=O)OCC)CC2)C1 (stereo not given)
    3%	-1	22	-4%
Clc1ccccc1-c1nc(-c2ccncc2)no1
    -6%[11.4 µM]	.	.	0%[11.4 µM]
O=C1NC(=O)c2cc(NC(=O)C3CCCO3)ccc21 (stereo not given)
    0%	0	-6	10%
CCN(CC)c1ccc(NC(=O)c2nc3nc(C)cc(C(F)F)n3n2)cc1
    -3%	?	20	2%
COc1ccc(C(=O)CC(c2ccccc2)C2C(=O)CCCC2=O)cc1 (stereo not given)
    4%	3	-6	-7%
CC1=CC(C)(C)n2c(O)c(N=NC(N)=S)c3cc(C)cc1c32
    .	.	-19	0%
Fc1ccc(-c2nnc(CSc3nnc(-c4cccs4)o3)o2)cc1
    1%	-2	?	3%
CCCCOc1ccc(C2(C)CC(=O)NC2=O)cc1 (stereo not given)
    -2%	2	22	1%
Fc1ccc(CSc2ccc(-c3cccs3)nn2)cc1
    .	1	?	0%
Cc1cc(C(=O)COC(=O)CCc2nc3ccccc3s2)c(C)n1C
    4%	1	10	-2%
COC(=O)Cc1c(C)c2ccc(OCC(=O)N(C)C)cc2oc1=O
    -1%	-8	?	6%
COc1ccc(S(=O)(=O)N2CCOCC2)cc1NC(=O)c1cccc2c(=O)c(C)c(-c3ccccc3)oc12
    .	2	221	-1%
Cc1ccc2ncccc2c1
    -9%	.	.	-3%
Cn1c(SCc2ccccc2Cl)nc2ccccc21
    17%	-1	0	5%
O=C(O)c1ccccc1-c1ccccc1C(=O)Nc1ccccc1
    ?	0	-20	?
COc1cc2c(cc1OC)C(C1C(=O)CCCC1=O)N(C(=O)CCl)CC2 (stereo not given)
    .	.	?	2%
CCCc1cc(=O)[nH]c(SC(CC)C(=O)Nc2ccccc2C#N)n1 (stereo not given)
    -3%	?	?	-4%
CC(=O)c1sc(NC(=O)c2cccc3ccccc23)nc1C
    -12%	0	?	-2%
Cc1ncc(CO)c(/C=N/NC(=O)c2ccc(Br)cc2)c1O
    .	.	61	-8%
C(=N\n1cnnc1)/c1ccc2c(c1)OCO2
    4%	-3	-9	2%
Cc1ccc(SCc2cc(=O)[nH]c(/N=C(\N)Nc3ccccc3Sc3ccccc3)n2)cc1
    .	-4	45	-3%
Cc1c(C(=O)NCc2cccnc2)sc2ncn(CC(=O)N3CCCCC3C)c(=O)c12 (stereo not given)
    -2%	13	-26	-1%
Cc1ccc(CN2CCN(CC(=O)N3CCc4ccccc4C3)C2=O)cc1
    -11%	-3	-11	-6%
Cc1ccc(C(=O)N2CCOCC2)cc1S(=O)(=O)Nc1cccc(C)c1C
    .	0	53	-4%
Cc1ccc(-n2cnc3c(sc4nccc(N(C)C)c43)c2=O)cc1
    -6%	-3	-1	1%
CCn1c(=O)c2[nH]c(-c3ccccc3)nc2n(CC)c1=O
    -9%	5	.	-3%
O=C(CCCN1C(=O)c2ccccc2C1=O)NC1=NCCS1
    -8%	-3	1	2%
Clc1ccc(-c2nnc(C34CC5CC(CC(C5)C3)C4)o2)cn1
    -2%	-2	16	0%
COC(=O)c1ccc(NC(=O)C(=O)N2CCN(C(=S)Nc3cccc(C)c3C)CC2)cc1
    .	8	-5	3%
CCCCC(=O)Nc1cccc(NC(=O)c2ccc3c(c2)OCO3)c1
    -7%	7	?	2%
CCOc1cc(/C=C2\C(=O)N(CCc3ccc(OC)c(OC)c3)C(C)=C2C(=O)OC)ccc1O
    .	.	37	-16%
O=C(Cc1cccs1)NC1(C(=O)NC2CCCC2)CCCCC1
    .	.	-12	-2%
CCOc1ccc(-n2c(=O)[nH]cc(C(=O)N3CCCc4ccccc43)c2=O)cc1
    -2%	-1	24	6%
CCCCC(=O)Nc1ccc(NC(=O)c2cc(OC)c(OC)c(OC)c2)cn1
    -3%	3	1	-1%
C/C(=N\Nc1ccc(C(F)(F)F)cc1[N+](=O)[O-])C(C)C
    .	.	?	2%
c1ccc(-n2nnnc2SCc2cccc3nsnc23)cc1
    -7%	-3	-10	-5%
Cc1ccccc1N(C(=O)CCC(=O)Nc1ccccn1)C(C(=O)NC(C)C)c1ccc(O)cc1 (stereo not given)
    1%	-9	19	-2%
O=C(/C=C/c1ccco1)Nc1ccc(-c2nc3ccccc3[nH]2)cc1
    .	.	?	3%
COc1ccccc1-n1c(=O)[nH]c2c(C(N)=O)nc(C3CCCCC3)nc21
    -4%	7	?	-5%
CN1CCN(c2nc(NCCOC34CC5CC(CC(C5)C3)C4)nc(OCC(F)(F)F)n2)CC1
    55%[activator]	2	11	10%
NS(=O)(=O)c1cccc(NC(=O)COC(=O)C2(c3cccc(F)c3)CCCC2)c1
    .	.	-6	-4%
COc1ccc(Cn2c(C3CC3)nc3ccc(NC(=O)C4CC4)cc3c2=O)cc1
    5%	14	11	-2%
CCOC(=O)N1CCN(S(=O)(=O)c2ccc(C)cc2)C1c1ccc(OC)cc1 (stereo not given)
    5%	20	15	-3%
CCCCSc1nc2c(=O)[nH][nH]c(=O)c2n1Cc1ccccc1
    .	7	-2	4%
COc1cc(OC)c(C2C(C(=O)O)c3ccccc3C(=O)N2C)cc1OC (stereo not given)
    -6%	4	6	6%
COc1ccc2c3c([nH]c2c1)[C@@H]1C[C@@H]2[C@@H](C[C@H](O)[C@H](OC)[C@H]2C(=O)O)CN1CC3
    5%[25.6 µM]	-3[20.6 µM]	.	-3%[25.6 µM]
COc1ccc(N2CCC(CNC(=O)Nc3ccc(C)c(C)c3)C2)cc1 (stereo not given)
    .	.	18	-19%
O=C(O)[C@H]([C@H]1NCCS1)N1C(=O)c2ccccc2C1=O
    2%[11.4 µM]	.	.	0%[11.4 µM]
Cc1cc(C(=O)COc2cccnc2[N+](=O)[O-])c(C)n1-c1ccccc1
    .	.	?	-3%
Fc1ccccc1NC(=S)NCCc1ccccc1
    -15%	3	?	-5%
Cc1ccc2[nH]c(-c3cccc(N)c3)cc2c1
    -9%	-10	?	-7%
CCOCCCNS(=O)(=O)c1ccc(-n2cnnn2)c(OC)c1
    -2%	-5	-28	0%
O=C(NCCc1ccccc1)C1CCC(CNc2c(N3CCCCC3)c(=O)c2=O)CC1 (stereo not given)
    .	.	63	0%
O=C1CC(Nc2ccc(N3CCOCC3)cc2)C(=O)N1C1CCCCC1 (stereo not given)
    .	-1	12	-10%
CCn1c(SCC(=O)N2CCC(C(N)=O)(N3CCCCC3)CC2)nnc1-c1ccccc1
    .	10	?	3%
Cc1ccccc1NC(=O)c1ccccc1NS(=O)(=O)c1cccc2cccnc12
    -9%	-1	12	-3%

New compounds follow.
Each structure is followed by: ALOX15B inhib	IMPase inh	PNC inhibitor	ALOX12 inhib
COc1ccc(-c2cnn3c4c(c(C)nc23)CCN4C(C)C)cc1OC
    13%	19	12	0%
O=C(Nc1nn[nH]n1)c1nc(-c2ccccc2)cc(=O)[nH]1
    4%[11.4 µM]	.	.	-3%[11.4 µM]
COc1ccc(NC(=S)NNC(=O)c2cccs2)cc1
    .	.	-84*	-3%
O=C(CN1CCC(C(=O)c2ccc(Cl)cc2)CC1)Nc1ccc2c(c1)OCCO2
    29%	3	?	-5%
CS(=O)(=O)N(CC(=O)N/N=C/c1cc2c(cc1Br)OCO2)c1ccccc1Br
    -16%	3	21	-18%
C=CCSc1nc(-c2ccccc2)c(C#N)c(=O)[nH]1
    -4%	?	11	0%
CCCCc1cc(=O)oc2c(CN(C)C)c(O)ccc12
    1%	?	3	-6%
CCc1c(C(=O)N/N=C/c2ccsc2)csc1C
    .	.	36	-1%
Cc1ccc(-n2nnnc2/C=C\Nc2cc(C)on2)cc1
    .	.	-26	0%
Cc1cccn2c(=O)c(/C=C(\C#N)C(=O)NCc3ccco3)c(N3CCC(C(N)=O)CC3)nc12
    .	8	7	0%
Cc1ccc(NC(=O)CSc2nnnn2-c2ccc3c(c2)OCO3)cc1C
    .	-8	0	3%
COc1cccc2cc(C(=O)C3=C(O)C(=O)N(CCN4CCOCC4)C3c3cccs3)oc12 (stereo not given)
    8%	-10	-3	-3%
O=c1cc(-c2ccccc2O)oc2c(O)c(O)ccc12
    -24%	12	.	-7%
Cc1ccc(C(C)(C)C)c(OCCOCCN2CCCC2)c1
    .	.	?	4%
Cc1ccc(S(=O)(=O)NCCC(=O)Nc2ccc(C)cc2C(=O)c2ccccc2)cc1
    .	3	?	-4%
Cc1ccc(-c2csc3ncnc(NS(=O)(=O)c4ccc(Cl)cc4)c23)cc1
    .	3	17	-3%
O=C(CSc1nc(N2CCCCC2)nc(N2CCCCC2)n1)N1CCN(c2ccccc2)CC1
    6%	12	-8	3%
CN(CP(=O)(O)C(O)c1ccccc1)S(C)(=O)=O (stereo not given)
    3%	4	-27	-5%
CC1CN(C(=O)c2cc(S(=O)(=O)N3CCCC3)c(Cl)cc2Cl)CC(C)O1 (stereo not given)
    -4%[11.4 µM]	-1[1.84 µM]	?	3%
CC(C)c1ccc(C(=O)N2CCN(CCO)CC2)cc1
    -9%	10	14	-2%

4 of the compounds above, with each value named:
molecule: Cc1ccc(-n2nnnc2/C=C\Nc2cc(C)on2)cc1
  ALOX15B inhib: .	IMPase inh: .	PNC inhibitor: -26	ALOX12 inhib: 0%
molecule: Cc1cccn2c(=O)c(/C=C(\C#N)C(=O)NCc3ccco3)c(N3CCC(C(N)=O)CC3)nc12
  ALOX15B inhib: .	IMPase inh: 8	PNC inhibitor: 7	ALOX12 inhib: 0%
molecule: Cc1ccc(NC(=O)CSc2nnnn2-c2ccc3c(c2)OCO3)cc1C
  ALOX15B inhib: .	IMPase inh: -8	PNC inhibitor: 0	ALOX12 inhib: 3%
molecule: COc1cccc2cc(C(=O)C3=C(O)C(=O)N(CCN4CCOCC4)C3c3cccs3)oc12 (stereo not given)
  ALOX15B inhib: 8%	IMPase inh: -10	PNC inhibitor: -3	ALOX12 inhib: -3%

Later entries
Each structure is followed by: ALOX15B inhib	IMPase inh	PNC inhibitor	ALOX12 inhib
Cc1ccc(N(CCCCN2C(=O)c3ccccc3C2=O)C(=O)c2cccs2)cc1
    -8%	4	2	-7%
O=C(NCc1ccc(F)cc1)N[C@@H](Cc1ccccc1)C(=O)O
    -3%	-2	-127*	-4%
Oc1ccc(Cl)c2cccnc12
    1%	.	.	-29%
O=c1c2ccccc2n2nnnc2n1-c1ccccc1
    4%	11	12	-1%
CCOC(=O)N1CCN(C(=O)c2cn(CC(C)C)c(=O)c3c2c2ccccc2n3C)CC1
    -3%	-1	2	2%
CCOC(=O)c1nnn(CC(=O)N2N=C(c3cc(C)ccc3C)CC2c2ccc(OC)cc2)c1C(=O)OCC (stereo not given)
    .	.	?	-2%

Single records, from the list above. Order of values: ALOX15B inhib	IMPase inh	PNC inhibitor	ALOX12 inhib
Shown for `CN(CP(=O)(O)C(O)c1ccccc1)S(C)(=O)=O` (stereo not given) = 3%	4	-27	-5%
Shown for `CCCCC(=O)Nc1ccc(NC(=O)c2cc(OC)c(OC)c(OC)c2)cn1` = -3%	3	1	-1%
Shown for `Cc1c(C(=O)NCc2cccnc2)sc2ncn(CC(=O)N3CCCCC3C)c(=O)c12` (stereo not given) = -2%	13	-26	-1%
Shown for `Clc1ccccc1-c1nc(-c2ccncc2)no1` = -6%[11.4 µM]	.	.	0%[11.4 µM]
